HIV peptide binding – inhibitors of HIV fusion peptide binding, primary screen, biochemical, uHTS, fluorescence dequenching (AID 1986); 290,000 compounds, 0.3% hits; cell-free peptide binding, fluorescence dequenching, 30 min; higher % means a stronger effect; inhibition, % at 20 µM, or IC50 in µM where a hit was titrated; in the data active = inhibition mostly above about 52%, no sharp cut-off; inactive = mostly below about 76%; note: some results filed as inactive read as strong as hits
XIAP displacement – XIAP antagonists, biochemical, IAP family, fluorescence polarization (AID 1018); displacement, % at 20 µM, or IC50 in µM where a hit was titrated; 200,000 compounds, 0.007% hits; XIAP BIR domain, fluorescence polarization peptide displacement; higher % means a stronger effect; in the data active = displacement above about 50%; note: a part of the inactive calls stands beside numbers as strong as those of hits
Myeloid diff MLP – promotes myeloid progenitor differentiation; ER-HoxA9 myeloid progenitors, lysozyme-GFP differentiation, flow cytometry; calls only at 10 µM; 360,000 compounds, 1% hits; AID 624256;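 active = normalized GFP-positive differentiation at or above the plate's own cutoff, the solvent-only control mean plus 3 SD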;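 note: cells exposed to compound for four days before flow analysis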
NOD2 inhibition – NOD2 signaling inhibitors, cell-based, luminescence, uHTS, HEK293 (AID 1566); 290,000 compounds, 0.63% hits; HEK293 NOD2/NF-kB luciferase reporter, luminescence; higher % means a stronger effect; inhibition, % at 4 µM, or EC50 in µM where a hit was titrated; note: many of its hits are not listed in these tables
LYP inhibition – inhibitors of LYP phosphatase, biochemical, fluorescence intensity, uHTS (AID 1779); 290,000 compounds, 0.054% hits; one-dose inhibition, % at 11.5 µM; IC50 in µM for titrated hits; recombinant LYP phosphatase, fluorescence intensity; higher % means a stronger effect;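 note: plate controls were vehicle with enzyme for no effect and no enzyme for full effect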
Lipid droplet – hepatic lipid droplet formation modulation; AML12 mouse hepatocytes, oleate lipid droplets, BODIPY imaging; inhibition, % at 6.5 µM; 240,000 compounds, 0.4% hits;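 active = lipid droplet intensity inhibited by at least 50%, with more than 500 cells counted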
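Assay system: AML12 mouse liver cells | Compound: 6.5 µM single-point dosing | Schedule: Overnight exposure | Technique: Fluorescence imaging, 20x objective, two fields per well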
AID2073 – inhibitors of Mint1-CaV2.2 protein interaction, biochemical, HTRF (AID 2073); HTRF protein-protein interaction, Mint1-CaV2.2; higher % means a stronger effect; one-dose inhibition, % at 20 µM; IC50 in µM for titrated hits; 290,000 compounds, 0.19% hits; in the data active = inhibition mostly above about 51%, no sharp cut-off; note: some results filed as inactive read as strong as hits
NS5 inhibitors – Dengue-2 NS5 methyltransferase inhibitors, primary screen, biochemical, confirmation dose response (AID 588689). Dengue-2 NS5 methyltransferase capping enzyme assay, biochemical; higher % means a stronger effect. inhibition, % at 25 µM, or IC50 in µM where a hit was titrated. 340,000 compounds, 0.3% hits; in the data active = a potency from the dose series
SIAH1 antagonists – Siah-1 peptide-binding antagonists, primary screen, biochemical, fluorescence polarization, rhodamine-plectin, uHTS (AID 1817); Siah-1 / rhodamine-plectin peptide fluorescence polarization; higher % means a stronger effect; one-dose displacement, % at 20 µM; IC50 in µM for titrated hits; 290,000 compounds, 0.02% hits;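 active = displacement of at least 50% at 20 µM, with a fluorescence ratio check between 0.3 and a set limit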;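 note: plate controls were Siah plus tracer with DMSO for no effect and tracer alone without Siah for full effect; strong numbers were not always called active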
Lipid droplet cells 6.5 µM – second read-out of Lipid droplet, no call of its own (marks repeat the call); cell count; measured here: cell count, cytotoxicity flag;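 cells counted across two imaged fields per well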
NS5 inhibitors pilot replicate – second read-out of NS5 inhibitors, no call of its own (marks repeat the call); inhibition, %; measured here: pilot screen replicate inhibition
Myeloid diff MLP GFP+ MAC1+ % – recorded beside Myeloid diff MLP, whose call it bears; GFP+ MAC1+ double positive, %; measured here: differentiation confirmed by MAC1 staining
The depositor's hits bear a star; i = inactive; / = no result given. Cut-off read from the data, not from the text of the source, unless noted: active = inhibition above about 50%; inactive = the rest.

SMILES | HIV peptide binding | XIAP displacement | Myeloid diff MLP | Myeloid diff MLP GFP+ MAC1+ % | NOD2 inhibition | LYP inhibition | Lipid droplet | Lipid droplet cells 6.5 µM | AID2073 | NS5 inhibitors | SIAH1 antagonists | others
CC(=O)OCc1c(C(F)(F)F)nn(C)c1SCc1ccc(Cl)cc1 | -4.5% | -7.5% | i | 0.7 | -6% | -7% | -14 | 778 | -4% | -4% | 4%
C=CCS(=O)(=O)N1CCCC(N(C)CCc2ccc(OC)c(OC)c2)C1 (configuration not stated) | 1.8% | / | i | 0.4 | 0% | -9% | -18 | 816 | 3% | -3% | -3% | NS5 inhibitors pilot replicate=-2.1
CCc1c(C)nc(SCCOc2ccc(OC)cc2)[nH]c1=O | 20% | 1.0% | i | 1.4 | 6% | -6% | / | / | 13% | -4% | 1%
CC(=O)c1c(C)[nH]c(C(=O)Nc2ccc(C)cn2)c1C | 1.1% | 0.9% | i | 0.7 | 18% | -4% | 4 | 754 | -5% | -2% | 0%
Cc1cccc2cc(C#N)c(NCCCNS(=O)(=O)c3ccc(Cl)cc3)nc12 | 2.3% | / | i | 0.5 | 17% | -2% | 4 | 665 | 15% | -8% | 0%
COC(F)(C(=O)Nc1ccc2c(c1)C(=O)NC2=O)C(F)(F)F (configuration not stated) | -0.1% | -1.5% | i | 0.7 | 13% | -6% | 8 | 709 | 9% | -2% | 5% | NS5 inhibitors pilot replicate=-1.7
COc1ccc2c(c1)CCCC21NC(=O)NC1=O (configuration not stated) | 1.4% | -3.3% | i | 0.8 | -9% | -6% | / | / | 5% | -3% | -1%
c1ccc2nc(N3CCN(Cc4ccc5c(c4)OCO5)CC3)cnc2c1 | -1.5% | -2.7% | i | 0.6 | 10% | -11% | 50* | 790* | 0% | 2% | -6%
O=C(NC(=S)Nc1ccc(NC(=O)c2cccs2)cc1)c1ccco1 | -0.6% | -7.1% | i | 0.4 | 20% | -2% | -10 | 647 | 7% | -10% | 18%
CC(=O)NS(=O)(=O)c1ccc(NC(=O)/C=C/c2cn(-c3ccccc3)nc2-c2ccccc2)cc1 | 76% | -3.1% | i | 0.4 | 14% | 5% | 0 | 570 | 53% | 0% | 17%
O=S(=O)(Cc1ccccc1)N=Nc1c(O)[nH]c2ccc(Br)cc12 | -3.5% | / | i | 0.5 | 3% | -6% | -1 | 735 | -5% | 0% | 3%
C[C@]12CCC3C(CC[C@H]4CCCC[C@]34C)C1CC[C@@]2(O)CNCCO (some centres not stated) | 0.2% | / | i | 0.6 | -4% | -8% | -8 | 794 | -5% | 0% | 4%
O=C(c1ccc2ccccc2n1)N1CCN(c2ccccc2)CC1 | -2.4% | -0.8% | i | 0.8 | 14% | -1% | 4 | 639 | 1% | 1% | 4%
O=C(O)C1C2C=CC(C3CC23)C1C(=O)N1CCc2ccccc21 (configuration not stated) | 1.8% | -3.0% | i | 10 | 28% | 0% | / | / | 11% | -6% | 2%
O=C(CSCc1c(F)cccc1Cl)NCc1cccnc1 | -0.6% | -1.2% | i | 0.3 | -10% | -2% | -5 | 650 | 1% | -9% | -4%
CC1CCN(CCc2nc3cc(NC(=O)C(C)C)ccc3n2C)CC1 | 0.7% | / | i | 0.1 | 4% | -6% | 0 | 792 | 3% | -3% | -1%
C#CCN1C(=O)C(O)(CC(=O)c2cccc(OC)c2)c2ccccc21 (configuration not stated) | -0.3% | -3.4% | i | 0.9 | 12% | 1% | -3 | 578 | -6% | -7% | -7%
Fc1ccc(CN2CCN(c3ncccn3)CC2)cc1 | 0.0% | -3.0% | i | 1.0 | 6% | -3% | 3 | 796 | 16% | -2% | 6%
COc1cccc(N(CC(=O)Nc2ccccc2C(=O)N2CCCC2)S(C)(=O)=O)c1 | 0.8% | / | i | 0.4 | -13% | -8% | -8 | 816 | 16% | -2% | 2%
O=C(C1CCCN(S(=O)(=O)c2ccccc2)C1)N1CCN(c2ncccn2)CC1 (configuration not stated) | 0.5% | -5.8% | i | 0.6 | 13% | -8% | 0 | 670 | 4% | 3% | -4%
COc1ccc(Nc2n[nH]c(C)c2[N+](=O)[O-])cc1 | -1.6% | -8.3% | i | 0.2 | -60% | -2% | -2 | 731 | -4% | -2% | 2%
CCn1ncc(Br)c1C(=O)Nc1ccc(OC(F)(F)F)cc1 | -0.9% | / | i | 0.9 | 8% | -4% | -7 | 844 | 4% | 0% | 4%
COCCNC(=O)Cn1cc(/C=C(\C#N)C(=O)NC2CC2)c2ccccc21 | -1.5% | / | i | 0.1 | -5% | -3% | 14 | 851 | 30% | -5% | 3%
CCOC(=O)C1CCN(C(=O)Nc2cccc(Cl)c2)CC1 | -0.1% | -5.0% | i | 0.7 | 16% | -6% | -15 | 723 | -10% | -8% | 4%
CCN(Cc1ccccc1)Cc1ccc(OCc2ccccc2)c(OC)c1 | 1.7% | / | i | 0.7 | -8% | -6% | -6 | 804 | 8% | 3% | 3%
CCN(CC)S(=O)(=O)c1ccc2oc(Nc3ccc(OC)cc3)nc2c1 | 0.3% | / | i | 0.5 | 9% | 3% | 0 | 790 | -7% | -4% | 8%
CCn1c(=S)[nH]c2sc3c(c2c1=O)CCCCC3 | -1.0% | -5.5% | i | 0.3 | 9% | 9% | 15 | 727 | 14% | -4% | 3%
FC(F)(F)c1nnc(-c2ccccc2)nc1N1CCCC1 | 0.1% | -1.7% | i | 0.9 | 4% | -8% | -2 | 663 | 0% | -12% | 1%
CC1CCN(CC(=O)Nc2ccc(S(=O)(=O)N3C(C)CCCC3C)cc2)CC1 (configuration not stated) | 0.4% | / | i | 0.2 | -32% | -5% | 5 | 823 | 24% | -3% | -5%
Cc1nn(-c2ccc(Br)cc2)c(=O)c2ccccc12 | -1.1% | / | i | 0.8 | -70% | -3% | / | / | 14% | -2% | 1%
Cc1ccsc1/C=N/NC(=O)Cn1cnc2ccccc21 | -1.8% | -2.5% | i | 2.1 | 17% | -8% | 5 | 735 | -7% | 0% | -5%
CCc1ccc(C(=O)NNc2ccc(F)cc2)cc1 | -2.0% | / | i | 0.4 | -102% | -3% | 2 | 722 | -2% | 0% | -3%
COc1ccc(C(=O)CSc2nncn2C)cc1 | 18% | -4.0% | i | 0.4 | 10% | -5% | 2 | 716 | -11% | -9% | 2%
CCC(=O)N1CC2(C)CN(C(=O)CC)CC(C)(C1)C2 | -1.7% | -6.0% | i | 1.4 | 3% | -2% | / | / | -3% | -7% | -2%
CC1(C)CC(=O)N(c2ccc(Cl)c(Cl)c2)C(=O)C1 | -0.4% | / | i | 0.4 | -38% | -10% | / | / | 5% | -3% | 0%
CCOC(=O)c1cccc(NC(=O)C2CCCN(c3nnc(N4CCCC4=O)s3)C2)c1 (configuration not stated) | -1.4% | / | i | 5.3 | 10% | -6% | -14 | 753 | 8% | 1% | -3%
CC1CCCN(c2ccc(C(=O)NCc3ccccc3)cn2)C1 (configuration not stated) | 4.0% | -2.9% | i | 0.2 | -32% | -1% | 0 | 695 | -12% | 1% | 4%
COC(=O)C(CC(C)C)NC(=O)c1ccc([N+](=O)[O-])c(C)c1 (configuration not stated) | -0.8% | -2.7% | i | 0.4 | -6% | -5% | / | / | -8% | -12% | -3%
CN(C)CCN(C(=O)c1ccc(Br)s1)c1nc2cc3c(cc2s1)OCCO3 | -0.5% | -3.9% | i | 0.7 | -45% | -1% | 11 | 699 | 11% | 6% | -7%
CCN1CCN(C(=O)CCc2nc3ccccc3n2-c2ccccc2)CC1 | 0.9% | -1.9% | i | 1.9 | 21% | -14% | 10 | 631 | -1% | -4% | 3%
COc1cc(CO)cc(Br)c1OCC(=O)O | 0.0% | -2.8% | i | 2.0 | -8% | -4% | / | / | -5% | -12% | 4%
CC(=O)Nc1ccc(/C=N/NC(=O)c2cc3ccccc3nc2C)cc1 | -3.1% | -7.5% | i | 0.6 | 12% | 2% | -7 | 673 | 4% | -1% | -2%
Cc1cccc(C)c1NC(=O)NC1(C(=O)N2CCCC2)CCCCC1 | -1.3% | / | i | 1.1 | -1% | -6% | -27 | 839 | 8% | -2% | 3%
Cc1nn(-c2cc(N(S(C)(=O)=O)S(C)(=O)=O)c(Cl)cc2Cl)c(=O)n1C | -2.3% | -7.2% | i | 0.6 | 13% | -3% | 2 | 686 | 0% | 3% | -4%
COC(=O)c1sccc1NC(=O)C1C2C=CC(C2)C1C(=O)O (configuration not stated) | 2.1% | -5.5% | i | 1.3 | 13% | -3% | 9 | 721 | 3% | -4% | 4%
O=c1nc(-c2ccccc2)c2cc(Br)ccc2[nH]1 | -0.3% | / | i | 0.5 | -12% | -2% | 7 | 814 | 15% | -13% | 0% | NS5 inhibitors pilot replicate=-5.2
CCCCP(=O)(CCCC)Cc1ccccc1O | -0.9% | -2.2% | i | 0.5 | 2% | -7% | 1 | 713 | -12% | -15% | 2%

Sorted by number of heavy atoms (highest first): part of the list above.
SMILES | HIV peptide binding | XIAP displacement | Myeloid diff MLP | Myeloid diff MLP GFP+ MAC1+ % | NOD2 inhibition | LYP inhibition | Lipid droplet | Lipid droplet cells 6.5 µM | AID2073 | NS5 inhibitors | SIAH1 antagonists | others
CC(=O)NS(=O)(=O)c1ccc(NC(=O)/C=C/c2cn(-c3ccccc3)nc2-c2ccccc2)cc1 | 76% | -3.1% | i | 0.4 | 14% | 5% | 0 | 570 | 53% | 0% | 17%
CCN(Cc1ccccc1)Cc1ccc(OCc2ccccc2)c(OC)c1 | 1.7% | / | i | 0.7 | -8% | -6% | -6 | 804 | 8% | 3% | 3%
CCN(CC)S(=O)(=O)c1ccc2oc(Nc3ccc(OC)cc3)nc2c1 | 0.3% | / | i | 0.5 | 9% | 3% | 0 | 790 | -7% | -4% | 8%
CC1CCN(CCc2nc3cc(NC(=O)C(C)C)ccc3n2C)CC1 | 0.7% | / | i | 0.1 | 4% | -6% | 0 | 792 | 3% | -3% | -1%
O=C(c1ccc2ccccc2n1)N1CCN(c2ccccc2)CC1 | -2.4% | -0.8% | i | 0.8 | 14% | -1% | 4 | 639 | 1% | 1% | 4%
CCOC(=O)C1CCN(C(=O)Nc2cccc(Cl)c2)CC1 | -0.1% | -5.0% | i | 0.7 | 16% | -6% | -15 | 723 | -10% | -8% | 4%
Fc1ccc(CN2CCN(c3ncccn3)CC2)cc1 | 0.0% | -3.0% | i | 1.0 | 6% | -3% | 3 | 796 | 16% | -2% | 6%
CCC(=O)N1CC2(C)CN(C(=O)CC)CC(C)(C1)C2 | -1.7% | -6.0% | i | 1.4 | 3% | -2% | / | / | -3% | -7% | -2%
O=c1nc(-c2ccccc2)c2cc(Br)ccc2[nH]1 | -0.3% | / | i | 0.5 | -12% | -2% | 7 | 814 | 15% | -13% | 0% | NS5 inhibitors pilot replicate=-5.2

Screens deposited in PubChem by several laboratories.

The list is partial (hit frequency here may not be typical).
